From PubChem
Kir21 inh: blocks the mouse Kir2.1 inward-rectifier potassium channel | P35561 | HEK293-Kir2.1, FluxOR thallium flux fluorescence; hits give low values | B-score at 10 µM | hit rate 0.85% among 310,000;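 active = fluorescence ratio B-score at or below minus 3 SD of library scores, with starting-brightness B-score within 2 SD, cut at about -4.2 in these data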;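 also: channel flux triggered by added potassium and thallium sulfate stimulus; B-score of peak minus minimum fluorescence over baseline after thallium stimulus; more negative B-score means stronger Kir2.1 block with less thallium influx; some compounds called inactive have numbers as strong as hits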
Target sequence (P35561 whole entry, looked up): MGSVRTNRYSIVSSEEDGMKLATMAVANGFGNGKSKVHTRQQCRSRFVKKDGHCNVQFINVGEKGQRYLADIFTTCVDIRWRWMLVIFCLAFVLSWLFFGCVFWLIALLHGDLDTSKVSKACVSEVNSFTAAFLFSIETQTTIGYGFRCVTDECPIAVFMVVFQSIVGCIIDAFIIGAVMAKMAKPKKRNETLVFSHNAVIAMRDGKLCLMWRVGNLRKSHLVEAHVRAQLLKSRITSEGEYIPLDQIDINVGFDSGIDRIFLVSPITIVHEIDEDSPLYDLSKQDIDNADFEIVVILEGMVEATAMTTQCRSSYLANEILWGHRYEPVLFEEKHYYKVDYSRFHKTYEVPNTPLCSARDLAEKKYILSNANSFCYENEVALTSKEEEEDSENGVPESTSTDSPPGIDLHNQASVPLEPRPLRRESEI
KCNQ2 block: KCNQ2 potassium channel inhibitors, primary screen, cell-based, CHO-K1, FluxOR thallium flux, B-score (AID 2156); hit rate 1.1% among 310,000; B-score at 10 µM; O88943; 20 min; hits give low values;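 active = fluorescence ratio B-score at most minus 3 library SDs, with starting brightness B-score within 2 library SDs, cut at about -5.5 in these data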
CHT inh: human CHT choline transport inhibition; B-score at 10 µM; Q9GZV3; hit rate 0.86% among 310,000; CHT-expressing cells, membrane potential dye, choline response; hits give low values; AID 488975;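 active = B-score over 3 SD under the library average, and starting fluorescence ratio not unusually high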;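 also: choline stimulus applied at its EC90 after an EC20 pre-addition; B-score computed on integrated fluorescence ratio after choline addition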
Target sequence (Q9GZV3 whole entry, looked up): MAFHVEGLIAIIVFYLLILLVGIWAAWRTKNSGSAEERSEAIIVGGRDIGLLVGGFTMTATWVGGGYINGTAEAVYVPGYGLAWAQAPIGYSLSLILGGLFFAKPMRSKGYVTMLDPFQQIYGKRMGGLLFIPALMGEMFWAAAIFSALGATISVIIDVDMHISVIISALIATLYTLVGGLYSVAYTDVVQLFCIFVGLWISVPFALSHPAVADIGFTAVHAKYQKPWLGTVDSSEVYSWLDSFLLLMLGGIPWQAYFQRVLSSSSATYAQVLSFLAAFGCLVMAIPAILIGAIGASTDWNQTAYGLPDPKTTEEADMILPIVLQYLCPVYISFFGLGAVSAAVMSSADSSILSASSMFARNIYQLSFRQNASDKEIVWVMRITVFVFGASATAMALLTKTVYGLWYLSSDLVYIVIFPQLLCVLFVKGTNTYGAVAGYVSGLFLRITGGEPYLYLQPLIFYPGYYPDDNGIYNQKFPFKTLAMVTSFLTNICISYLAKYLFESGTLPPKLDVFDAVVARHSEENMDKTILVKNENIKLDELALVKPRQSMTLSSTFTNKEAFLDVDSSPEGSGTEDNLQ
Starred values were filed as active, the others as inactive; i = inactive; x = no result given; & = joins results of further samples.

Kir21 inh | KCNQ2 block | CHT inh | Molecule
-0.02 | i | i | COc1ccc(C2=Nc3ccc(C)cc3C(c3ccccc3)N2CC(=O)NN)cc1 (configuration not stated)
-0.13 | i | i | CC(C)(C)OC(=O)C(Cc1ccc(OC(C)(C)C)cc1)NC(=O)CNC(=O)CNC(=O)OCc1ccccc1 (configuration not stated)
0.01 | i | i | Cc1ccc2c(c1)CCCN2C(=O)c1ccc2c(c1)OCO2
-7.83* | i | i | CN(C)CCCN(C(=O)c1ccc(Br)s1)c1nc2cc3c(cc2s1)OCCO3
2.22 | i | x | Cc1nc2nc3c(cn2n1)C(=O)CC(C)(C)C3
1.06 | i | i | CC(C)C(NS(=O)(=O)c1cccc2nsnc12)C(=O)Nc1nccs1 (configuration not stated)
0.1 | i | i | Cc1cccc2cc(C#N)c(SCC(=O)N3CC(=O)Nc4ccccc43)nc12
-0.81 | i | i | CN1C(=O)NC(c2ccccc2)(C(F)(F)F)S/C1=C(/C#N)c1nnc(N2CCOCC2)n1-c1ccccc1 (configuration not stated)
1.97 | i | i | CC12CC(NC(=O)N1c1ccc(C(=O)N3CCN(c4ccc(F)cc4)CC3)cc1)c1ccccc1O2 (configuration not stated)
0.56 | i | i | CCCC(=O)NC(=S)Nc1cccc(Cl)c1N1CCCC1
0.82 | i | i | CCn1c(=O)c2c(O)cc(=O)oc2c2ccccc21
1 | i | i | COc1ccc(NC(=O)c2cc(S(=O)(=O)N3CCCC3)c[nH]2)cc1
0 | i | i | COc1ccc(Br)cc1C(=O)Nc1cccc(-c2nnc(-c3ccco3)o2)c1
1.1 | i | i | C#CCSc1nnc(-c2cccc3ccccc23)o1
1.08 | i | i | Cc1ccc(-c2[nH]nc3c2C(C)C(C#N)=C(N)O3)cc1 (configuration not stated)
-0.63 | i | i | COc1cc2c(cc1OC)CN(C(=O)c1ccc(OC)c(S(=O)(=O)N3CCOCC3)c1)CC2
-0.75 | i | i | COc1ccc2c(c1)c(C(=O)N/N=C/c1cn(C)c3ccccc13)c(C)n2C
-0.77 | i | i | COc1ccc(NS(=O)(=O)c2cccc3cccnc23)cc1
1.4 | i | i | O=C(COC(=O)C1=NNC(=O)CC1)NCCc1ccccc1
1.36 | i | i | COCCNC(=S)NNc1cccc(C(=O)O)c1
-2.01 | i | i | CC1CCCCN1C(=O)CCn1c(=S)oc2ccccc21 (configuration not stated)
-0.21 | i | i | COc1ccccc1NC(=O)C(=O)NCC1CCCN1S(=O)(=O)c1cccs1 (configuration not stated)
0.05 | i | i | CCc1ccc(NC(=O)CSc2nc(=O)n(CCN(C)C)c3c2CCCC3)cc1
-0.83 | i | -5.45* | CCc1ccccc1-n1nnc(-c2ccccc2)n1
-0.06 | i | i | O=C(Cc1ccccc1)Nc1cccc(C(=O)N/N=C/c2ccco2)c1
0.07 | i | i | CN1CCN(C(=O)/C=C/c2ccc3c(c2)OCO3)CC1
-1.5 | i | i | Cn1nnnc1Sc1ccc([N+](=O)[O-])cc1Cl
0.64 | i | i | CC(NC(=O)Nc1nnc(C(F)(F)F)s1)N1C(=O)C2C3C=CC(C3)C2C1=O (configuration not stated)
-1.01 | i | i | CC1(C(=O)O)CCC(C(=O)N2CCCCC2)C1(C)C (configuration not stated)
-0.15 | i | i | CCOC(=O)c1c(NC(=O)CCl)sc(C(=O)N(CC)CC)c1C
-0.1 | i | i | Cc1ccc(N(CCC(=O)NC(C)(C)C)S(=O)(=O)c2ccc(C)cc2)cc1
0.57 | i | i | CCC(C)Sc1nnc(NC(=O)c2ccco2)s1 (configuration not stated)
-1.04 | i | i | CCCCN1C(N)=NC[C@@H]1CC1CCCCC1
1.59 | i | -10.8* | CC[C@@H](C)C(NC(=O)OC(C)(C)C)c1cn([C@@H](CCCCNC(=O)OC(C)(C)C)C(=O)N2CCN(C(=O)OC(C)(C)C)CC2)nn1 (some centres not stated)
-11.8* | i | i | CN(Cc1ccccc1F)C(=O)c1sccc1-c1ccccc1
1.29 | i | i | COc1ccc(CNC(=O)C2CCN(S(=O)(=O)N3CCC4(CC3)OCCO4)CC2)c(OC)c1
-0.9 | i | i | CC1(C)CC(NS(=O)(=O)c2ccc(F)cc2)CC(C)(C)N1
0.05 | i | i | COc1cc(/C=N\NC(=O)CNC(=O)C2COc3ccccc3O2)ccc1O (configuration not stated)
-0.15 | i | i | C/C(=N\Nc1ccc(F)cc1F)c1cccs1
1.94 | i | i | CCOc1ccc(N(CC(=O)Nc2ccccc2OCC)S(=O)(=O)c2c(C)noc2C)cc1
-1.02 | i | i | CCCCNC(=S)N=Nc1c(O)[nH]c2ccccc12
0.09 | i | i | CC(=O)c1ccc(NC(=S)NC(=O)CC(C)C)cc1
1.13 | i | i | O=C(NC1CCS(=O)(=O)C1)c1ccc(S(=O)(=O)N2CCCC2)cc1 (configuration not stated)
-0.05 | i | i | CCOC(=O)C1=C(O)CSC1=Nc1cccc(Cl)c1
-1.43 | i | i | O=C(O)CNC(=O)C(Cc1ccccc1)NC(=O)OCc1ccccc1 (configuration not stated)
-1.04 | i | i | CC(=O)c1ccc(CCCCCCCCCC(=O)O)s1
0.07 | i | i | COc1ccc(C(=O)Nc2ccc(Cl)cn2)cc1Cl
2.41 | i | i | CCNC(=O)n1cc(-n2cncn2)c(-c2ccc(Cl)cc2)n1
-0.76 | i | i | O=C(Nc1c2c(nn1-c1ccccc1)CS(=O)C2)c1ccc(S(=O)(=O)N2CCOCC2)cc1 (configuration not stated)
0.02 | i | i | Cc1nc2ccccc2n1CCc1nc2c3ccccc3nc(=S)n2[nH]1

The list goes on:
Kir21 inh | KCNQ2 block | CHT inh | Molecule
0.64 | i | i | Fc1ccc(-c2nnc(CN3CCN(c4ncc(C(F)(F)F)cc4Cl)CC3)o2)cc1
2.21 | i | i | COC(=O)c1[nH]c2ccc(C)cc2c1NC(=O)CN1CCc2cc(OC)c(OC)cc2C1
-0.28 | i | i | Cc1c(C(=O)N2CCOCC2)[nH]c2c1C(=O)CC(c1ccccc1Cl)C2 (configuration not stated)
-0.23 | i | i | COc1cccc(OCc2cc(C(=O)N3CCNC(=O)C3Cc3ccccc3)no2)c1 (configuration not stated)
1.9 | i | i | CCCOC1CCCN(C(=O)c2cc(COc3ccc(-n4cncn4)cc3)on2)C1 (configuration not stated)
0.49 | i | i | CC(=O)c1cccc(NC(=O)CC2Oc3ccc(C)cc3NC2=O)c1 (configuration not stated)
-1.51 | i | i | Cc1cc(C)cc(Oc2coc3cc(O)ccc3c2=O)c1
-0.16 | i | i | CC(C)CNC(=O)COC(=O)c1cc(S(=O)(=O)N2CCCCC2)ccc1N1CCOCC1
1.47 | i | i | Cn1c(CNC(=O)CNS(=O)(=O)c2ccc(F)cc2F)cc(=O)n(C)c1=O
1.2 | i | i | O=C(CSc1nncs1)N1CCN(C(=O)c2ccco2)CC1
0.07 | i | i | COc1ccc(C)cc1NC(=S)N1CCN(S(C)(=O)=O)CC1
-0.38 | i | i | CCCOc1ccc(-c2c(C(=O)N/N=C(\C)c3cccnc3)nnn2-c2nonc2N)cc1
0.58 | i | i | CCCn1c(=O)c2c(nc3n2CCCN3CCc2ccccc2)n(C)c1=O
0.46 | i | i | CCOc1ccccc1C1CC(=O)Nc2cc3c(cc21)OCCO3 (configuration not stated)
-2.39 | i | i | CCCCCCOc1ccc(/C=c2\s/c(=C(/C#N)C(=O)NCc3ccco3)n(-c3ccccc3)c2=O)cc1
0.65 | i | i | O=c1c(N2CCCCC2)coc2ccccc12
-1.71 | i | i | CC(NC(N)=O)C(=O)OCc1ccc(Cl)cc1Cl (configuration not stated)
-1.85 | i | i | CC(C)(O)C#Cc1ccc(C(=O)N2CCCC(CNS(=O)(=O)c3cccs3)C2)o1 (configuration not stated)
-0.18 | i | i | COC(=O)c1cccc2c1NC(=O)C2=O
-0.16 | i | i | O=C1CCCc2c1cnc1ncnn21
2.45 | i | i | CC(C)COc1ccc(C(=O)NC(CC(C)C)C(=O)O)cc1 (configuration not stated)
0.5 | i | i | COc1ccc(NC(=O)CSc2nncc3ccccc23)cc1
1.16&0.27 | i | i | N[C@@H](Cc1cc(I)c(Oc2ccc(O)c(I)c2)c(I)c1)C(=O)O
0.02 | i | i | COc1ccc(CN2CCN(C(=O)CN3C(=O)C4C5C=CC(C5)C4C3=O)CC2)c(OC)c1OC (configuration not stated)
0.17 | i | i | COc1ccc(S(=O)(=O)N2CCC(C(=O)NCc3ccc(C)cc3)CC2)cc1
-1.25 | i | i | CN(C)CCCOC(=O)CCc1ccccc1
-1.1 | i | i | O=C(CNC(=O)c1ccc(Oc2ccccc2)cc1)OC1CCCCC1=O (configuration not stated)
-0.22 | i | i | O=C(CNCC1CCCCC1)Nc1ccc(N2CCCCC2)cc1
-0.65 | i | i | C=CCOc1ccc2ccccc2c1CNc1ncn[nH]1
-0.74 | i | i | CC(C)C(C(=O)OCC(=O)c1ccc2c(c1)NC(=O)CO2)N1C(=O)c2ccccc2C1=O (configuration not stated)
2.48 | i | i | CCOC(=O)c1ccc(NC(=O)C(=O)NCc2ccccn2)cc1
0.03 | i | i | Cc1nn(Cc2nc(-c3cccs3)no2)c(C)c1Br
-0.13 | i | i | COc1ccc(Cc2nnc(SCC(=O)Nc3ccc(C)cc3)n(N)c2=O)cc1
-0.18 | i | i | COc1cc(NS(=O)(=O)c2ccc(C)cc2)ccc1-n1cnnn1
0.81 | i | i | COC(=O)c1c(NC(=O)c2ccccc2F)sc2c1C(C(=O)OC)CC2 (configuration not stated)
-1.74 | i | i | Cc1c(Cl)cccc1NC(=S)NCc1ccc2c(c1)OCO2
1.28 | i | i | CC(C)CNC(=O)CSc1n[nH]c(=O)n1CCc1ccccc1
1.29 | i | i | CCc1ccc2[nH]c(=O)c(CN(Cc3ccc(F)cc3)C(c3nnnn3CCN3CCOCC3)C(C)C)cc2c1 (configuration not stated)
-0.03 | -6.48* | i | CCOC(=O)c1c(NC(NC(C)=O)C(Cl)(Cl)Cl)sc2c1CCCC2 (configuration not stated)
0.19 | i | i | O=C(COc1ccccc1)NS(=O)(=O)c1ccc(Cl)cc1
-1.83 | i | i | CCCCOc1cccc(C(=O)NC(=S)Nc2cccc(C(F)(F)F)c2)c1
-0.67 | i | i | COc1cc(OC)c(C(=O)NCC(c2cccs2)N(C)C)cc1OC (configuration not stated)
0.04 | i | i | COC(=O)C(CO)Nc1ncnc2onc(-c3ccc(F)cc3)c12 (configuration not stated)
-1.08 | i | i | COCCN(CCOC)c1nc(-c2ccc(Cl)cc2)nc2ccccc12
0.64 | i | i | CCNC(=O)NC(=O)C(C)OC(=O)c1oc2ccc(OCC)cc2c1C (configuration not stated)
-0.05 | i | i | CCOC(=O)c1csc(NC(=O)CSc2nnnn2-c2cccc(OC)c2)n1
-2.97 | i | i | CCCCCOP(=O)(c1ccccc1)c1ccccc1
-1.14 | i | i | COCCN(C(=O)CSc1nnc(Nc2ccccc2F)s1)c1c(N)n(Cc2ccccc2)c(=O)[nH]c1=O
-0.69 | i | i | Cc1onc(-c2ccccc2)c1C(=O)N/N=C/c1c[nH]c2ccccc12
-0.28 | i | i | COCc1nn2c(N)c(-c3ccccc3)cnc2c1-c1ccccc1

The list continues:
Kir21 inh | KCNQ2 block | CHT inh | Molecule
-1.2 | i | i | CCOc1ccc(-c2nc3n(c(=O)c2C#N)CCCS3)cc1
0.01 | i | i | CC(C)NC(NC(=O)/C=C/c1ccccc1)C(Cl)(Cl)Cl (configuration not stated)
-1.55 | i | i | O=C(N/N=C\c1cn[nH]c1-c1ccccc1)c1ccc([N+](=O)[O-])cc1
0.04 | i | i | COc1cc(C(c2sc3nc(C)nn3c2O)N2CCOCC2)cc(OC)c1OC (configuration not stated)
1.66 | i | i | COc1ccc(OCCn2cnc(Cl)c2Cl)cc1
0.5 | i | i | O=C(CN1C(=O)c2ccccc2S1(=O)=O)c1ccc(OC(F)F)cc1
-0.71 | i | i | O=C(COc1ccccc1)N1CCc2ccccc21

In the list so far, these contain an NH in an aromatic ring:
Kir21 inh | KCNQ2 block | CHT inh | Molecule
1 | i | i | COc1ccc(NC(=O)c2cc(S(=O)(=O)N3CCCC3)c[nH]2)cc1
1.08 | i | i | Cc1ccc(-c2[nH]nc3c2C(C)C(C#N)=C(N)O3)cc1 (configuration not stated)
-1.02 | i | i | CCCCNC(=S)N=Nc1c(O)[nH]c2ccccc12
0.02 | i | i | Cc1nc2ccccc2n1CCc1nc2c3ccccc3nc(=S)n2[nH]1
2.21 | i | i | COC(=O)c1[nH]c2ccc(C)cc2c1NC(=O)CN1CCc2cc(OC)c(OC)cc2C1
-0.28 | i | i | Cc1c(C(=O)N2CCOCC2)[nH]c2c1C(=O)CC(c1ccccc1Cl)C2 (configuration not stated)
-0.65 | i | i | C=CCOc1ccc2ccccc2c1CNc1ncn[nH]1
1.28 | i | i | CC(C)CNC(=O)CSc1n[nH]c(=O)n1CCc1ccccc1
1.29 | i | i | CCc1ccc2[nH]c(=O)c(CN(Cc3ccc(F)cc3)C(c3nnnn3CCN3CCOCC3)C(C)C)cc2c1 (configuration not stated)
-1.14 | i | i | COCCN(C(=O)CSc1nnc(Nc2ccccc2F)s1)c1c(N)n(Cc2ccccc2)c(=O)[nH]c1=O
-0.69 | i | i | Cc1onc(-c2ccccc2)c1C(=O)N/N=C/c1c[nH]c2ccccc12
-1.55 | i | i | O=C(N/N=C\c1cn[nH]c1-c1ccccc1)c1ccc([N+](=O)[O-])cc1

Reformatted with tabs: entries from further up.
molecule	Kir21 inh	KCNQ2 block	CHT inh
CCOC(=O)c1ccc(NC(=O)C(=O)NCc2ccccn2)cc1	2.48	i	i
Cc1nn(Cc2nc(-c3cccs3)no2)c(C)c1Br	0.03	i	i
COc1ccc(Cc2nnc(SCC(=O)Nc3ccc(C)cc3)n(N)c2=O)cc1	-0.13	i	i
